Assay outcomes as filed in PubChem.
14-3-3g Raf = alters human 14-3-3 gamma binding to Raf peptide; P61981; inhibition, % at 40 µM; 0.19% of 160,000 active; FP, 14-3-3gamma / TMR-pS259-Raf peptide binding; in the data active means inhibition above about 30%;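 further: 0% = protein plus tracer without compound and 100% = blank with tracer alone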
Target sequence (P61981 whole entry, looked up): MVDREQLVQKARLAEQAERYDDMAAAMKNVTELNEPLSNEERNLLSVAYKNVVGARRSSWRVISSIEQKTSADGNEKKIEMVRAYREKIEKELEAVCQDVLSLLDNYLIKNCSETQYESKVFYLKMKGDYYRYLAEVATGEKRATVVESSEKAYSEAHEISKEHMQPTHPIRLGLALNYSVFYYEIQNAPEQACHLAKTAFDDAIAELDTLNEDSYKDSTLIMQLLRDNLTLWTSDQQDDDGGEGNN
Active calls of the source: *; & = joins results of further samples. An excerpt; rates above refer to the full screens.

item	Molecule	14-3-3g Raf
1	Fc1ccccc1COc1ccc(/C=N/n2cnnc2)cc1	8
2	CCN1C(=O)NC(c2cc(Br)ccc2OC)C(C(=O)OC)=C1C (stereo not given)	-5
3	Cc1nccn1-c1c2c(c(C#N)c3nc4ccccc4n13)CCCC2	-7
4	CC(C)CCn1c(=S)[nH]c2ccc(Cl)cc2c1=O	2
5	CCOc1cc(S(=O)(=O)N2CCC(Cc3ccccc3)CC2)c(OCC)cc1-n1cnnn1	3
6	CCc1nnc(NC(=O)c2c(-c3ccccc3Cl)noc2C)s1	6
7	CC(C)CCNC(=O)C1CCN(S(=O)(=O)c2ccc3c(c2)CCC(=O)N3)CC1	-8
8	Cc1ccc(Nc2c(-c3ccccn3)nc3ccc(C)cn23)cc1	-6
9	CN(C)[C@@H]1C(=O)C(C(N)=O)=C(O)[C@@]2(O)C(=O)C3=C(O)c4c(O)ccc(Cl)c4[C@@H](O)[C@H]3C[C@@H]12	-87&-28
10	COC(=O)C1=NNC2C(=O)N(c3cccc(Cl)c3)C(=O)C12 (stereo not given)	3
11	COc1cccc(C2/C(=C(/O)c3ccccc3)C(=O)C(=O)N2CCCC(=O)O)c1 (stereo not given)	0
12	Cc1ccc2nc(-c3cccnc3)c(Nc3ccc(Cl)cc3)n2c1	-7
13	CS(=O)(=O)Nc1ccc(C(=O)NCc2cccnc2)cc1	10
14	O=C(Cn1c(=O)oc2cc(Cl)ccc21)NCC1COc2ccccc2O1 (stereo not given)	-3
15	Cc1cccc(NC(=O)c2cc(S(=O)(=O)NCCc3ccccc3)ccc2F)c1C	0
16	Cc1ccc(C2(c3ccc(C)cc3)C(=O)N(C)N(C)c3ccccc32)cc1	-1
17	CCc1nnc(SCc2cc(=O)n3cc(Br)ccc3n2)nc1CC	-5
18	COc1ccc2c(CC#N)c[nH]c2c1	-24
19	Cc1ccc2occ(C(=O)c3ccccc3C)c(=O)c2c1	-8
20	C=CCOC(=O)C1=C(C)NC(=O)NC1c1cn(-c2ccccc2)nc1-c1ccc(Cl)cc1 (stereo not given)	-4
21	Cc1occc1-c1nnc(SCc2cc(=O)n3cc(Br)ccc3n2)n1C	3
22	C=CCc1nc2c(c(=O)n1Cc1ccccc1)C(C)(C)Cc1ccccc1-2	-3
23	COCCCNC(=O)C1CCN(c2nc3ccccc3o2)CC1	-1
24	COc1cc2c(cc1NC(=O)Nc1ccccc1)oc1ccccc12	5
25	Cc1[nH]nc(-c2ccc(O)c(C)c2O)c1-c1cnn(-c2ccccc2)c1	-3
26	O=C(O)CCCC(=O)N1CCN(c2ccc3c(c2)C(=O)c2ccccc2C3=O)CC1	-91
27	CC(=O)Nc1ccc2nc(NC(=O)c3ccc(OC(C)=O)cc3)sc2c1	5
28	CCC(Sc1nc2nc(C)c(Cc3cccc(C)c3)c(C)n2n1)C(=O)Nc1cccc(OC)c1 (stereo not given)	0
29	O=C(O)C1CCCCC1C(=O)Nc1ccc2c(c1)CCC2 (stereo not given)	-4
30	C=CCN1C(=O)CC(C(=O)Nc2ccc(Cl)cc2)SC1=Nc1ccc(C(=O)OCC)cc1 (stereo not given)	-71

Two successive entries already listed, for reference:
item	Molecule	14-3-3g Raf
1	Fc1ccccc1COc1ccc(/C=N/n2cnnc2)cc1	8
2	CCN1C(=O)NC(c2cc(Br)ccc2OC)C(C(=O)OC)=C1C (stereo not given)	-5

The listing picks up; the 6 compounds before the break are reprinted first.
item	Molecule	14-3-3g Raf
25	Cc1[nH]nc(-c2ccc(O)c(C)c2O)c1-c1cnn(-c2ccccc2)c1	-3
26	O=C(O)CCCC(=O)N1CCN(c2ccc3c(c2)C(=O)c2ccccc2C3=O)CC1	-91
27	CC(=O)Nc1ccc2nc(NC(=O)c3ccc(OC(C)=O)cc3)sc2c1	5
28	CCC(Sc1nc2nc(C)c(Cc3cccc(C)c3)c(C)n2n1)C(=O)Nc1cccc(OC)c1 (stereo not given)	0
29	O=C(O)C1CCCCC1C(=O)Nc1ccc2c(c1)CCC2 (stereo not given)	-4
30	C=CCN1C(=O)CC(C(=O)Nc2ccc(Cl)cc2)SC1=Nc1ccc(C(=O)OCC)cc1 (stereo not given)	-71
31	COc1cc(NC(=O)C2CCCN(S(=O)(=O)c3cnc[nH]3)C2)cc(OC)c1 (stereo not given)	7
32	Cn1c(Sc2nc3ccccc3n2C)nc2ccccc21	-4
33	O=C(Nc1ccccc1F)C1C2C=CC3(O2)C1C(=O)N(c1cccnc1)C3C(=O)NC1CCCCC1 (stereo not given)	0
34	O=c1oc2ccccc2cc1-c1nnc(-c2ccccc2)o1	-8
35	O=C(NCCNC(=O)c1ccc([N+](=O)[O-])cc1)c1ccc([N+](=O)[O-])cc1	4
36	CCOc1ccc(S(=O)(=O)Nc2cc3c(C(=O)OC(C)C)c(C)oc3c3ccccc23)cc1	-34
37	Cc1ccc(S(=O)(=O)N2CCCC(C(=O)N3CCN(c4ccccc4)CC3)C2)cc1 (stereo not given)	-4
38	O=C1C(Nc2cccc(O)c2)=C(n2nnc3ccccc32)C(=O)c2ccccc21	-9
39	Cc1sc2c(c1C)c(=O)n(Cc1ccccc1)c(=O)n2CC(=O)Nc1ccccc1F	-3
40	O=[N+]([O-])c1ccc(Cl)c(S(=O)(=O)N2CCCN(S(=O)(=O)c3cc([N+](=O)[O-])ccc3Cl)CC2)c1	-11
41	O=C(CC1C(=O)NCCN1C(=O)Nc1ccccc1)Nc1ccc2c(c1)OCCO2 (stereo not given)	-6
42	O=C(CSc1nnc(-c2cccnc2)o1)c1cc2ccccc2oc1=O	3
43	CCOc1cccc2c1OC1(C)CC2NC(=O)N1c1cccc(C(=O)N2CCN(c3cccc(C)c3)C(C)C2)c1 (stereo not given)	3
44	O=C(O)CCOc1ccc2c(c1)OCCO2	3
45	COc1ccc(Cn2c(SCC(=O)Nc3cccc(OC)c3)nc3c(sc4cccc(F)c43)c2=O)cc1	-2
46	O=C(O)c1cc2nc(-c3ccccc3)cc(-c3ccccc3)n2n1	-15
47	CC(=O)Oc1ccc2cc(NC(=O)c3cccc(C)c3)c(=O)oc2c1	-17
48	CNC(=O)Cn1c(=O)n(C)c2ccccc21	11
49	Cc1[nH]c2ccccc2c1CCN1C(=O)OC(C)(C)C1(C)O (stereo not given)	-3
50	OCCN1CCN(CC(O)COc2ccc3ccccc3c2)CC1 (stereo not given)	8
51	CC(C)(C)C(=O)/C=C(\N)c1ccncc1	0
52	O=C(c1ccccc1F)N1CCN(c2ccc([N+](=O)[O-])c3ncccc23)CC1	-2
53	CC(=O)N1CCN(S(=O)(=O)c2ccc(S(=O)(=O)NC3CC3)cc2)CC1	-4
54	COc1ccc(OCCOC(=O)c2cccc(-n3cnnn3)c2)cc1	-3
55	COc1ccccc1C1CC(=O)C2=C(C1)NC(C)=C(C(=O)OCC1CCCO1)C2c1coc2ccccc2c1=O (stereo not given)	-7
56	CC(CCc1ccccc1)NC(=O)CSc1cc(=O)n(C)c2ccccc12 (stereo not given)	-5
57	Cn1c(=O)c(=O)n(C)c2cc(S(=O)(=O)N3CCCCCC3)ccc21	-11
58	CCOc1ccccc1N/C(=N\c1nc(C)cc(C)n1)NC(C)=O	2
59	CN(Cc1cc2ccccc2[nH]c1=O)C(=O)C1CCCCC1	-9
60	CCOC(=O)c1cnn(-c2ccccc2Cl)c1N	4
61	CCCCCCC(=O)Oc1ccc(N2C(=O)CCC2=O)cc1	0
62	Cc1ccc(C(c2nnnn2CS(=O)(=O)c2ccc(C)cc2)N2CCC(C(N)=O)CC2)cc1 (stereo not given)	0
63	COc1ccc(-c2cc(C(F)(F)F)n3nc(C(=O)Nc4cccc(CCC#N)c4)cc3n2)cc1	7
64	CC(NC(=O)CCNS(=O)(=O)c1ccc2c(c1)c(=O)n(C)c(=O)n2C)c1ccccc1 (stereo not given)	-2
65	CCCCCn1c(=S)[nH]c2cc(C(=O)NCC3CCCO3)ccc2c1=O (stereo not given)	-2
66	COC(=O)c1sc2ccccc2c1NC(C)=O	-3
67	CC(C)Oc1ccc(OCCSc2nc3ccccc3c(=O)[nH]2)cc1	7
68	Cc1cc(OCC(=O)N2CCCC2)cc(C)c1Cl	-2
69	CC1(C)CC(=O)C=C(Nc2ccccc2Br)C1	2
70	CCc1ccc(OCc2nnc(SCCN3CCOCC3)n2CC)cc1	-3
71	CCN(CC)CCN1C(=O)C2C3c4ccccc4C(c4ccccc43)C2C1=O (stereo not given)	5
72	CC(C)OCCCNC(=O)C1CCC(=O)N1Cc1ccccc1Cl (stereo not given)	-4
73	CCOc1ccc(-c2nnc(-c3ccco3)o2)cc1	-11
74	Cc1ccc(/C=N/c2sc3c(c2C#N)CCCCC3)o1	-2
75	Cc1cc(C)cc(-n2c(=O)c3sccc3n(Cc3ccccc3)c2=O)c1	2
76	COC(=O)c1ccc(NC(=O)c2ccc(N(C)S(C)(=O)=O)cc2)cc1	2
77	CC1(C)Cc2ccccc2C(CC2=NC(C)(C)Cc3ccccc32)=N1	0
78	O=[N+]([O-])c1ccc(-c2nc(Nc3ccc(Cl)cc3)c3ccccc3n2)cc1	12
79	CCOc1ccc(NC(=O)C2C3C=CC4(O3)C2C(=O)N(C(C)(C)C)C4C(=O)NC2CCCCC2C)cc1 (stereo not given)	1
80	Brc1ccc(C2CC(c3ccc(I)cc3)Nc3ncnn32)cc1 (stereo not given)	-15
81	CC(C)C(=O)NC(c1ccco1)c1cc(Cl)c2cccnc2c1O (stereo not given)	-10
82	CC(=O)N1CCC(N(CCN2CCOCC2)C(=O)Nc2ccc(Cl)c(Cl)c2)CC1	-3
83	COCCN1C(=O)c2ccccc2C(C(=O)NCc2cc(Br)ccc2OC)C1c1cn(C)c2ccccc12 (stereo not given)	-3
84	CC(=O)Nc1ccc(S(=O)(=O)Nc2ccc(S(=O)(=O)N3CCc4ccccc43)cc2)cc1	-20
85	COc1ccccc1NS(=O)(=O)c1ccc(C)c(C(=O)NCC2CCCO2)c1 (stereo not given)	3
86	COc1ccccc1C1CC(=O)C2=C(C1)NC(C)=C(C(=O)OC1CCCC1)C2c1coc2ccccc2c1=O (stereo not given)	-8
87	CC(C)NC(=O)C1C2C=CC3(CN(Cc4ccccc4Cl)C(=O)C13)O2 (stereo not given)	-6
88	COc1ccc(N2C(=O)C3C(c4ccc(OC)cc4O)NC(CC(C)C)(C(=O)O)C3C2=O)cc1 (stereo not given)	-20
89	Fc1cnc(N2CCOCC2)nc1NCc1ccccc1	-4&-18
90	CCOc1ccc2nc(SCc3ccc(C(=O)OC)o3)[nH]c2c1	1

Some of the entries above in a different format:
(79) CCOc1ccc(NC(=O)C2C3C=CC4(O3)C2C(=O)N(C(C)(C)C)C4C(=O)NC2CCCCC2C)cc1 (stereo not given)
  14-3-3g Raf: 1
(71) CCN(CC)CCN1C(=O)C2C3c4ccccc4C(c4ccccc43)C2C1=O (stereo not given)
  14-3-3g Raf: 5

Gathered by group, the compounds so far containing a nitro group on carbon (4)
item	Molecule	14-3-3g Raf
35	O=C(NCCNC(=O)c1ccc([N+](=O)[O-])cc1)c1ccc([N+](=O)[O-])cc1	4
40	O=[N+]([O-])c1ccc(Cl)c(S(=O)(=O)N2CCCN(S(=O)(=O)c3cc([N+](=O)[O-])ccc3Cl)CC2)c1	-11
52	O=C(c1ccccc1F)N1CCN(c2ccc([N+](=O)[O-])c3ncccc23)CC1	-2
78	O=[N+]([O-])c1ccc(-c2nc(Nc3ccc(Cl)cc3)c3ccccc3n2)cc1	12

(more compounds)
item	Molecule	14-3-3g Raf
91	CCN(CC)S(=O)(=O)c1cc(Br)c(C)cc1OC	-5
92	CCn1c(SCC(=O)Nc2cc(C)ccc2C)nnc1-c1cnccn1	0
93	CC(=O)NCCNC(=O)C1CCC(Cn2c(=O)[nH]c3ccsc3c2=O)CC1 (stereo not given)	5
94	Cc1cc(C)cc(-n2cnc3cc(C(=O)O)ccc32)c1	-7
95	Nc1c(C(=O)c2ccccc2)sc2nc(C3CC3)cc(-c3cccs3)c12	3
96	CCOc1ccc(-n2c(C)nc3cc(C(=O)NCc4cccs4)ccc32)cc1	-24
97	O=c1c2cc(-c3ccccc3)sc2ncn1/N=C/c1ccco1	-3
98	Cc1[nH]c2ccccc2c1C(=O)CSc1nc2cc(S(=O)(=O)N3CCCCC3)ccc2o1	-1
99	CSc1nc(C)cc(OC(F)F)n1	-5
100	CCSCCOC(=O)C1=C(C)NC2=C(C(=O)CC(c3cccs3)C2)C1c1coc2ccccc2c1=O (stereo not given)	-5
101	O=C(O)CN(Cc1ccco1)S(=O)(=O)c1ccccc1	-2&9
102	Cc1nc(Nc2ncc3c(n2)CCCC3=O)nc2ccccc12	-71
103	O=c1cnnc(SCCc2ccccc2)[nH]1	-2
104	CCOC(=O)c1c(NC(=O)CSc2nncn2C)sc2c1CCC(C)C2 (stereo not given)	3
105	CC(C)(C)c1ccc(OCC(O)CN2CCN(c3ccccc3F)CC2)cc1 (stereo not given)	-6
106	CC1=C(C(=O)OCC(C)C)C(c2ccncc2)C2=C(CC(c3ccccc3)CC2=O)N1 (stereo not given)	7
107	O=C(Nc1cccc(F)c1)C1C2C=CC3(CN(CCCN4CCOCC4)C(=O)C13)O2 (stereo not given)	2
108	CCOC(=O)N1CCN(c2c(N3CCOCC3)c(=O)c2=O)CC1	0
109	Cc1csc(=NC(=O)c2ccccc2)n1Cc1ccco1	-7
110	Cc1ccc(S(=O)(=O)NC2=NCN(Cc3ccccc3)CN2)cc1	-2&-13
111	OCc1nc2ccccc2n1CC=Cc1ccccc1	-10
112	CCCc1cc(=O)oc2cc(OCc3ccccc3Cl)ccc12	-4
113	COC(=O)c1sccc1NC(=O)c1cc2c(s1)CCCC2	-3
114	CCCCNC(=O)C(C#N)c1nc2ccccc2nc1N1CCCC1 (stereo not given)	-8
115	Cc1cccc(C)c1-n1nnnc1SCSc1nnnn1-c1c(C)cccc1C	-2
116	COc1cccc(NC(=O)Nc2c(C)n(C)n(-c3ccccc3)c2=O)c1	4
117	O=C(NCc1cccs1)C1CCN(S(=O)(=O)c2cccc3cccnc23)CC1	-4
118	CCc1cccc(CC)c1NC(=O)c1cc(S(=O)(=O)N2CCN(c3ccc(OC)cc3)CC2)ccc1F	2
119	O=C(CCN1CCOCC1)NC12CC3CC(CC(C3)C1)C2	-6
120	CCOc1ccc(N2C(=O)CC(N3CCN(C45CC6CC(CC(C6)C4)C5)CC3)C2=O)cc1 (stereo not given)	-9
121	O=C(Cn1cnc2c(nnn2Cc2ccc(Cl)cc2)c1=O)NC1CCCC1	-3
122	CCCC(=O)Nc1ccc2c(c1)c1ccccc1n2CC	7
123	Cn1c(-c2ccc(Br)o2)nc2ccccc21	-5
